MITF primary = MITF inhibitors, primary screen, biochemical, AlphaScreen, human. Microphthalmia-associated transcription factor (Homo sapiens), O75030. AID 1259374, 2018. inhibition, % at 2.6 µM. actives 0.91% (n = 650,000). AlphaScreen MITF homodimerization, bead proximity signal; in the data active means inhibition above about 50%;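 further: 0% = vehicle wells with protein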
Target sequence (O75030 whole entry, looked up): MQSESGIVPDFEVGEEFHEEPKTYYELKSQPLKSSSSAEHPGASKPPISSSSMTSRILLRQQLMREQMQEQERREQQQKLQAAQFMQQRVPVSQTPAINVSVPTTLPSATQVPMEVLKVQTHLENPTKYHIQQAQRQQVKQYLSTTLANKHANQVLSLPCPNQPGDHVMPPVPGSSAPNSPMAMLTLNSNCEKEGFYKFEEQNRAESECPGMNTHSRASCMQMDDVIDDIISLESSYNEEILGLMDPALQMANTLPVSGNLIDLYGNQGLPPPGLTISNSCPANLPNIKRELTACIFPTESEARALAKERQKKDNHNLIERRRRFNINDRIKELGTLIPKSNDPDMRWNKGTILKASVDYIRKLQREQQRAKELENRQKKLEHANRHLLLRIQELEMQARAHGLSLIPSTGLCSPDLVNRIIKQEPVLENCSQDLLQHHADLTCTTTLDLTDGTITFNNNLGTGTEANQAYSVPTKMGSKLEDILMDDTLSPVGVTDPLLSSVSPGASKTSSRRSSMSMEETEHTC
GPR151 activ = activators of human GPR151, primary screen, cell-based, PathHunter beta-arrestin, luminescence. G-protein coupled receptor 151 (Homo sapiens), Q8TDV0. PathHunter beta-arrestin GPR151 cells. AID 1508602, 2020. activation, % at 11.2 µM. actives 1% (n = 650,000); in the data active means activation above about 4.9%;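 further: 0% = median of compound wells and 100% = cells with positive control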
Target sequence (Q8TDV0 whole entry, looked up): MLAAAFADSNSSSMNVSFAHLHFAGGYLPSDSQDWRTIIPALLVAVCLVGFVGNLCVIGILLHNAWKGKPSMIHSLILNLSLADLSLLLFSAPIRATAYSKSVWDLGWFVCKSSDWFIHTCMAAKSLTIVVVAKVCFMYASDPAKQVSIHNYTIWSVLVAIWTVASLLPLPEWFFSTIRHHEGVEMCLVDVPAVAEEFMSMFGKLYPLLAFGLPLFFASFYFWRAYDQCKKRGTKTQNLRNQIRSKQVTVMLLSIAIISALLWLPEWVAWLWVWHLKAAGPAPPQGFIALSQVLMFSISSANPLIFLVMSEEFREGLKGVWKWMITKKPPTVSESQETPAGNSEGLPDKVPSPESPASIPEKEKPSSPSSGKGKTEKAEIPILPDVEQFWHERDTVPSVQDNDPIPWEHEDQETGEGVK
FBW7 activator = FBW7 E3 ligase activators, primary screen, biochemical, AlphaScreen, human. AlphaScreen FBW7–phospho-cyclin E peptide binding, activator screen. normalized activity (activation), % at 26.1 µM. actives 0.13% (n = 650,000). AID 1259310, 2017; in the data active means normalized activity above about 1.9%;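 further: purified mutant Fbw7 with reduced substrate affinity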
TEAD-YAP inh = TEAD-YAP interaction inhibition, primary screen, TEAD-YAP interaction inhibitor project, luminescence, HEK-TIYL cells | TEAD-Gal4/YAP UAS-luciferase luminescence | inhibition, % at 9.12 µM | actives 1.4% (n = 640,000) | AID 1259422, 2018; in the data active means inhibition above about 32%;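 further: 0% = median of test compound wells and 100% = reference inhibitor wells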
An asterisk follows results filed as active; & = joins results of further samples.

SMILES	MITF primary	GPR151 activ	FBW7 activator	TEAD-YAP inh
Cc1cc(C)cc(C(=O)N2CCC(C3(C)NC(=O)N(Cc4ccncc4)C3=O)CC2)c1 (configuration not stated)	0.6	-0.5	-0.3	5.1
COC(=O)C1=CN(c2cccc(C(F)(F)F)c2)C=C(C(=O)OC)C1c1ccc(O)c(OC)c1	3.0	0.2	0.1	-8.9
CN(C)c1nc2c(c(=O)n(Cc3ccccc3)c(=O)n2C)n1Cc1ccccc1	1.3	-1.1	-0.1	-6.4
COc1ccc(CNC(=O)CC2C(=O)NCCN2CCc2ccccc2)cc1 (configuration not stated)	14.0	-0.5	-0.1	11.1
O=C(COC(=O)C1COc2ccccc2O1)c1ccc[nH]1 (configuration not stated)	1.7	1.1	0.1	2.4
Brc1ccc(-c2nc(Cc3nc(-c4ccc(-c5ccccc5)cc4)cs3)cs2)cc1	-3.0	-0.2	0.1	-14.0
CCC(=O)c1c(C)nc2n(C)c3ccccc3n12	-21.3	1.2	0.3	1.7
CC(=O)c1cccc(CN2CCCC(N3CCN(c4ccccc4)CC3)C2)c1 (configuration not stated)	4.1	-0.4	0.1	7.5
O=C(Cn1nc(C(=O)O)c2ccccc2c1=O)Nc1cccc(Br)c1	0.9	-0.8	0.0	12.9
CC(C)CCn1c(=S)[nH]c2ccc(N3CCOCC3)cc2c1=O	5.6	-1.1	-0.1	-8.0

Next section
SMILES	MITF primary	GPR151 activ	FBW7 activator	TEAD-YAP inh
CCC(C)NC(=O)CNC(=S)N(Cc1ccccc1)Cc1cccnc1 (configuration not stated)	2.1	-0.4	0.1	5.0
CCOC(=O)C1=C(C)N=c2s/c(=C/c3ccc4c(c3)OCO4)c(=O)n2C1c1cccc([N+](=O)[O-])c1 (configuration not stated)	3.8	-0.2	-0.2	-8.8
CCOc1ccc(S(=O)(=O)n2ccnc2C(C)C)c2ccccc12	13.2	-0.8	0.1	4.2
CCc1ccccc1NC(=O)c1sc2nc3c(cc2c1N)C(=O)CC(C)(C)C3	5.8	-0.3	-0.1	2.6
COc1ccccc1CNC(=O)CS(=O)Cc1nc(-c2cccc(C)c2)oc1C (configuration not stated)	-2.6	-0.4	-0.1	7.2
CCOC(=O)c1[nH]c(C)c(C(=O)NCCCN2CCN(c3ccc(OC)cc3)CC2)c1C	22.6	-1.2	-0.1	5.3
O=C(NCC1(c2cccs2)CCCC1)c1ccc(F)cc1	4.2	2.9	0.5	12.2
CN(C)C(CNCC(=O)N1CCc2ccccc21)c1ccco1 (configuration not stated)	62.2*	-1.2	-0.4	-9.7
COc1ccc(N2C(=O)CC(N(CCc3ccc(OC)c(OC)c3)C(=O)/C=C/C(=O)O)C2=O)cc1 (configuration not stated)	8.4	-0.3	0.1	3.6
OCC1CCCN1c1nc(NCCc2ccc(O)cc2)c2[nH]cnc2n1 (configuration not stated)	-3.7	1.2	0.1	6.3

Continuation.
SMILES	MITF primary	GPR151 activ	FBW7 activator	TEAD-YAP inh
CC(C)c1onc(C(=O)Nc2cccnc2)c1[N+](=O)[O-]	2.6	2.6	0.1	-1.9
Fc1cccc(N=c2oc3ccc(Br)cc3cc2-c2nc3ccccc3[nH]2)c1	-3.0	1.2	0.0	-15.7
CC1=C(C(=O)OC2CCCC2)C(c2ccc(C)cc2)CC(=O)N1 (configuration not stated)	-2.2	0.2	0.1	-9.2
COCCn1c(SCc2nc3ccccc3c(=O)[nH]2)nc2ccccc2c1=O	5.9	-1.1	-0.2	2.1
CCOc1cc(C2NC(=O)NC(C)=C2C(=O)Nc2cc(C)cc(C)c2)ccc1O (configuration not stated)	15.3	-1.7	0.1	1.5
O=C(NCc1cccs1)C1(c2cccs2)CCCC1	10.4	-0.5	0.2	1.2
C/C(=N/NC(=O)c1ccncc1)c1ccc([N+](=O)[O-])cc1	13.0	-0.6	0.8	4.0
COc1ccccc1-n1c(CNC(=O)Cc2ccccc2)nnc1SCC(=O)N1N=C(c2cccs2)CC1c1ccc(F)cc1 (configuration not stated)	6.9	-0.1	-0.1	16.7
COc1ccc(C)cc1NC(=O)c1nn(C)c2c1COc1ccccc1-2	5.8	3.2	0.2	1.4
COc1cccc(NC(=O)c2cc(C(=O)Nc3cccc(OC)c3)n(C)n2)c1	14.6	-0.6	0.0	4.1

Next results
SMILES	MITF primary	GPR151 activ	FBW7 activator	TEAD-YAP inh
COc1ccc(C2CC(=O)C(C=NCCN3CCNCC3)=C(O)C2)cc1OC (configuration not stated)	0.2	0.0	0.2	0.3
CCCP(=O)(CC(=O)N(CC)CC)c1ccccc1 (configuration not stated)	1.5	0.1	0.0	6.8
Cc1nnsc1C(=O)N/N=C/c1ccc(OC(F)(F)F)cc1	1.1	4.1	0.0	-16.1
O=C1NC2(CCN(C(=O)CC3NC(=O)c4ccccc43)CC2)Oc2ccccc21 (configuration not stated)	2.6	0.1	-0.1	8.0
CC(C)c1ccc(NC(=O)C(C)N2C(=O)c3ccccc3C2=O)cc1 (configuration not stated)	13.7	-0.3	0.0	-1.2
O=C(N/N=C/c1ccccc1Cl)C(=O)N/N=C/c1ccccc1Cl	17.2	1.4	0.5	9.1
O=C1NC(=O)N(c2ccc(Br)cc2)C(=O)/C1=C/c1cnn(-c2ccccc2)c1	14.6	3.4	0.9	-19.5
O=S(=O)(Cc1ccccc1Cl)N1CCCCC1	0.5	1.9	-0.1	-7.5
NS(=O)(=O)c1ccc(CCNC(=S)Nc2ccc(OC(F)F)cc2)cc1	17.9	-0.2	0.1	9.9
COc1ccc(-n2c3c(cc(C(=O)NCC4CCCCC4)c2=O)C(=O)CC(C)(C)C3)cc1	1.6	-0.2	0.2	-10.3

Remaining list, next part
SMILES	MITF primary	GPR151 activ	FBW7 activator	TEAD-YAP inh
Cc1ccc(CN2CCN(C(=O)CC3C(=O)NCCN3CC(C)(C)C)CC2=O)cc1 (configuration not stated)	6.3	1.6	-0.1	11.5
O=C(/C=C/c1cccc([N+](=O)[O-])c1)Nc1cc(C(F)(F)F)ccc1Cl	13.5	-1.5	0.1	-0.6
COc1ccc(N=CC2=C(O)CC(c3ccccc3)CC2=O)cc1OC (configuration not stated)	18.6	0.2	0.2	-6.2
COC(=O)c1nc2n(n1)C(c1ccccc1F)C(C(=O)Nc1ccc(C)cc1C)=C(C)N2 (configuration not stated)	12.2	0.1	0.0	-1.3
CC(=O)c1cccc(NC(=O)CSC2=NCCS2)c1	4.0	1.2	0.0	4.9
O=C(NCCc1ccc(Cl)cc1)c1ccc(Cn2nnc3ccccc3c2=O)cc1	-9.0	-0.6	0.1	-5.3
Cc1ccc(CN2C(=O)NC3(CCN(CC(=O)Nc4ccc(F)cc4)CC3)C2=O)cc1	-6.1	-0.2	-0.1	7.8
O=C(Nc1cccnc1Cl)c1cccs1	5.3	-0.2	0.1	0.8
CC(=O)Nc1ccc(C2NC(=O)CCC2[N+](=O)[O-])cc1 (configuration not stated)	27.2	4.4	0.2	5.7
CNC(=O)c1ccc(N(Cc2cc(C)ccc2C)C2=NC3CS(=O)(=O)CC3S2)cc1 (configuration not stated)	2.4	-0.8	-0.3	2.6

Continuation.
SMILES	MITF primary	GPR151 activ	FBW7 activator	TEAD-YAP inh
O=C(CSc1nnc(-c2ccco2)o1)Nc1cccc(Cl)c1Cl	9.2	0.6	-0.1	4.6
CN(C)c1cccc(Nc2cc(C(=O)NCCCN3CCCC3=O)c3ccccc3n2)c1	8.0	1.9	-0.2	10.3
CC(CN1CCOCC1)OC(=O)c1ccccc1Cl (configuration not stated)	9.0	0.6	0.1	6.9
CSc1ccccc1C(=O)NCc1ccccc1C	-4.0	2.3	0.0	-5.8
O=C(Cn1ncc2ccccc21)N1CCCCCC1	9.9	0.9	-0.1	0.5
CN1CCc2sc3nc(C(=O)Nc4ccc(F)cc4)c(N)cc3c2C1	1.8	0.1	-0.1	-1.8
CCS(=O)(=O)Nc1cccc(N2CCC(NC(C)c3ccccc3Cl)CC2)c1 (configuration not stated)	8.1	0.4	0.0	4.5
CC(C)n1c(=O)[nH]c2c(C(N)=O)nc(-c3cccc4ccccc34)nc21	-8.0	0.5	0.0	-4.5
COc1ccc([C@@H]2CN(C(=O)c3ccc(OC)c(OC)c3)C[C@H]2C(=O)O)cc1	7.6	-0.4	-0.1	2.4
C[n+]1ccc(/C=C/c2c[nH]c3ccccc23)cc1	-4.5&-22.4	2.8&-0.2	0.0	7.2

Five compounds drawn at random from the list so far, as already listed:
SMILES	MITF primary	GPR151 activ	FBW7 activator	TEAD-YAP inh
CN1CCc2sc3nc(C(=O)Nc4ccc(F)cc4)c(N)cc3c2C1	1.8	0.1	-0.1	-1.8
C[n+]1ccc(/C=C/c2c[nH]c3ccccc23)cc1	-4.5&-22.4	2.8&-0.2	0.0	7.2
CSc1ccccc1C(=O)NCc1ccccc1C	-4.0	2.3	0.0	-5.8
O=C(CSc1nnc(-c2ccco2)o1)Nc1cccc(Cl)c1Cl	9.2	0.6	-0.1	4.6
O=C(Cn1ncc2ccccc21)N1CCCCCC1	9.9	0.9	-0.1	0.5

Further structures:
SMILES	MITF primary	GPR151 activ	FBW7 activator	TEAD-YAP inh
O=C1C(Cl)=C(Nc2ccc(F)cc2)C(=O)N1Cc1ccccc1	15.2	-0.5	0.1	7.5
Cc1ccc(Cc2c(C)nc3nc(SCC(=O)Nc4ccccc4C(F)(F)F)nn3c2C)cc1	0.4	-0.3	0.0	8.0
Cc1ccc(C2CC(C(F)(F)F)n3nc(C(=O)Nc4cc(Cl)ccc4Cl)cc3N2)cc1 (configuration not stated)	8.0	0.1	0.3	-5.8
Cc1ccc2c(c1)CN(CCNC(=O)c1ccc(N3CCCC3=O)cc1)CC(C)O2 (configuration not stated)	-8.7	-0.2	0.0	2.1
O=C1CC(c2ccc(Cl)cc2)CC(O)=C1C=NCCN1CCNCC1 (configuration not stated)	12.7	-0.2	0.1	-5.4
Cc1cccc(C(=O)Nc2cccc(NC(=O)c3cccc(C)c3)c2)c1	4.7	-1.2	-0.2	-1.5
CCn1c2ccccc2c2nnc(SCC(=O)NC(C(=O)OC)C(C)C)nc21 (configuration not stated)	-3.9	-1.0	-0.1	-2.3
COc1cccc(NC(=O)c2sc3nc(C)[nH]c(=O)c3c2C)c1	15.9	-1.6	0.0	-6.2
C=CCN(CC=C)Cn1nc2c(C)cc3ccc(OC)cc3n2c1=O	2.4	-1.0	0.0	0.3
O=C(O)c1cc(N2C(=O)C3C4C=CC(C4=C(c4ccccc4)c4ccccc4)C3C2=O)ccc1Cl (configuration not stated)	-5.9	5.1*	-0.1	1.2

The list goes on:
SMILES	MITF primary	GPR151 activ	FBW7 activator	TEAD-YAP inh
CCOC(=O)/C(=N\O)C1=NC2(CCCC2)Cc2cc(OC)c(OC)cc21	-11.8	-0.2	0.1	-6.9
CCOc1ccc2c(C)c(CC(=O)O)c(=O)oc2c1	11.0	-1.1	1.1	5.2
Oc1ccccc1CNc1ccccc1Br	-1.6	0.9	0.0	-5.8
CC(=O)c1ccc(NC(=O)C2CC=CCC2C(=O)OCC(Cl)=C(Cl)Cl)cc1 (configuration not stated)	6.9	-1.2	0.1	-1.0
CC(=O)Nc1ccc(Nc2nc(-c3cccc(N)c3)nc3c2ncn3C2CCCCC2)cc1	-14.8	1.0	0.3	1.9
COc1ccc(OCCNc2cc(N3CCCCC3)ccc2[N+](=O)[O-])cc1	0.3	0.0	0.0	-3.5
CCN(CC)C(=O)c1sc(NC(=O)/C=C/c2cccc([N+](=O)[O-])c2)c(C(=O)OC)c1C	5.2	-0.9	0.1	3.0
CC(=O)Nc1nc(SCc2ccccc2C)[nH]c(=O)c1NC(=O)c1cccs1	8.0	-0.3	0.1	-0.2
CCOC(=O)C(NC(C)=O)C(=O)Nc1ccc(OC)cc1 (configuration not stated)	10.1	0.1	0.0	-0.4
O=C(OC1CCCC1=O)c1ccc(Cl)c(S(=O)(=O)N2CCOCC2)c1 (configuration not stated)	66.1*	-1.0	0.1	3.5

The list goes on.
SMILES	MITF primary	GPR151 activ	FBW7 activator	TEAD-YAP inh
COC(=O)NNC(=O)c1cccc([N+](=O)[O-])c1	6.3	1.5	0.0	-2.6
CC1=C(C(=O)Nc2ccccc2)C(c2ccc(Br)cc2)n2ncnc2N1 (configuration not stated)	12.8	0.0	0.2	12.0
C[C@@H]1C(=O)NC2=Nc3cccc(Cl)c3CN21	19.0	-0.4	-0.1	-4.6
CCN(CC1CCCO1)C1CCN(c2cccc(NC(=O)c3ccccc3OC)c2)CC1 (configuration not stated)	6.8	-1.0	0.0	-2.1
Cc1nc2ccccc2c(=O)n1NCc1ccc(Br)s1	8.2	-1.3	0.2	-15.3
CCOC(=O)c1c(NC(=O)Cc2cccs2)sc(C(=O)Nc2ccccc2F)c1C	-1.0	0.5	-0.2	-9.6
COc1ccc(Cl)cc1NC(=O)CN1C(=O)C(C)SC(C)C1=O (configuration not stated)	14.1	0.2	1.0	7.9
Cn1c(COc2ccccc2)c(C#N)c2ccccc21	0.0	-1.4	0.0	-40.9
COCCN1C(=O)/C(=C\c2ccc(C)cc2)C(C(=O)OC)=C1C	-6.8	-0.6	0.0	-10.3
O=C1C/C(=C/Nc2ccccc2)C(=O)N1	-3.7	-0.2	-0.2	1.2
CCOC(=O)c1nnc(Cc2ccc3c(c2)OCO3)o1	0.0	-1.2	0.1	17.3
